# Compound activity: PubChem BioAssay, several laboratories
# BoNT F protease – inhibitors of Botulinum neurotoxin F light chain protease; Multiplex microsphere protease cleavage assay, flow cytometry; inhibition, % at 10 µM; 0.22% of 360,000 active; AID 588497; in the data active means inhibition above about 35%, passing the limit was not always enough; inconclusive means no clear call, values can overlap the other calls; further: plate controls were buffer without enzyme for full effect and enzyme alone for no effect
# CCHF vOTU inh – CCHFV vOTU protease inhibition; Pep-AMC fluorescence; AID 651958; 0.55% of 370,000 active; inhibition, % at 11.5 µM; further: 0% = vehicle wells with enzyme and 100% = no enzyme wells
# Mtb FBA inh – Mtb fructose-bisphosphate aldolase inhibition; P9WQA3; purified M. tuberculosis FBA, fluorescence read-out; inhibition, % at 1 µM; 2.3% of 360,000 active; AID 588726; in the data active means inhibition above about 27%;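 further: 0% = vehicle and 100% = reference inhibitor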
# Target sequence (P9WQA3 whole entry, looked up): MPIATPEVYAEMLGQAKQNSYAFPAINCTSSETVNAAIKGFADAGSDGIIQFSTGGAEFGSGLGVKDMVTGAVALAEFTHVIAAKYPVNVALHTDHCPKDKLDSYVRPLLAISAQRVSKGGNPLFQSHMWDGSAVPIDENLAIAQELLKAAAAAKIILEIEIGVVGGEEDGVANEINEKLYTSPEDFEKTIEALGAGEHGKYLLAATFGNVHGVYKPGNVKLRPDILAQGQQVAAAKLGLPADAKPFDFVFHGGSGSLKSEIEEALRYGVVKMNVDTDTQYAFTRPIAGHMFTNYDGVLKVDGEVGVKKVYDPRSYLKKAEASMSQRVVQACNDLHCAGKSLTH
# MazEF act – increases E. coli MazEF RNase cleavage of RNA. 0.32% of 350,000 active. FAM/BHQ RNA-DNA oligo cleavage fluorescence, 5 h. AID 504720. activation, % at 20 µM; in the data active means activation above about 50%
# Target sequence (P0AE70 whole entry, looked up): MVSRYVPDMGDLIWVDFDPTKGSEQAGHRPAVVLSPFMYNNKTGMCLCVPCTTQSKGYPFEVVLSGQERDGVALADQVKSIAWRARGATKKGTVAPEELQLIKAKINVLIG
# FadD28 binding – blocks FadD28 binding to the bisubstrate probe. AID 588549. inhibition, % at 12.5 µM. 0.22% of 360,000 active. fluorescence polarization; in the data active means inhibition above about 8.5%, passing the limit was not always enough; inconclusive means no clear call, values can overlap the other calls
# UGM FP inh – inhibitors of M. tuberculosis UDP-galactopyranose mutase | purified UGM, fluorescence polarization probe displacement | 0.06% of 320,000 active | P9WIQ1 | inhibition, % at 10 µM; in the data active means inhibition above about 10%, passing the limit was not always enough; inconclusive means no clear call, values can overlap the other calls
# VHR inh abs – inhibitors of human VHR1 phosphatase (DUSP3); P51452; recombinant VHR phosphatase, pNPP absorbance; inhibition, % at 13.3 µM; 0.52% of 290,000 active; in the data active means inhibition above about 50%; further: some compounds called inactive have numbers as strong as hits
# Target sequence (P51452 whole entry, looked up): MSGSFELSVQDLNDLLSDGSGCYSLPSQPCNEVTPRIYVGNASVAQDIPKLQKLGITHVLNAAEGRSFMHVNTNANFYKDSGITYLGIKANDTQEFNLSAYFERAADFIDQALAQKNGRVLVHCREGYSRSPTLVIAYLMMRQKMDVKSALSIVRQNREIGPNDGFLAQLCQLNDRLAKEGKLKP
# Mtb BioA inh – inhibitors of Mycobacterium tuberculosis BioA enzyme; inhibition, % at 9.99 µM; AID 602481; 0.096% of 360,000 active; purified M. tuberculosis BioA enzyme, plate reader; in the data active means inhibition above about 40%; inconclusive means no clear call, values can overlap the other calls
# Rv3671c inh – inhibits the M. tuberculosis serine protease Rv3671c; P9WHR9; inhibition, % at 5.96 µM; 0.048% of 320,000 active; AID 2606; in the data active means inhibition above about 38%;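 further: extracellular domain of Rv3671c used as enzyme; 0% = enzyme with DMSO and 100% = no enzyme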
# Target sequence (P9WHR9 whole entry, looked up, the tested form may be a part): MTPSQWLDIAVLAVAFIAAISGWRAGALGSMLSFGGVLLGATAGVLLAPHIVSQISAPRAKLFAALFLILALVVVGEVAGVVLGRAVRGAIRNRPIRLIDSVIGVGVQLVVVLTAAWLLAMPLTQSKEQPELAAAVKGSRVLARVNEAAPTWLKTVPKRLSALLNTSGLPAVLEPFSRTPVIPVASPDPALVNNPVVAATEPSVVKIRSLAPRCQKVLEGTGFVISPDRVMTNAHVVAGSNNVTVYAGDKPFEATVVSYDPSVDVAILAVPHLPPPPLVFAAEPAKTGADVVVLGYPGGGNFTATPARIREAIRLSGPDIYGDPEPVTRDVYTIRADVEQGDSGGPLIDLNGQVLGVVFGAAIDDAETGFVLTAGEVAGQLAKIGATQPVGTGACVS
# GDH-TPI inh – counter-screen for M. tuberculosis FBA inhibitors: GDH-TPI coupled enzymes; GDH-TPI coupled enzyme counterscreen, NADH absorbance; inhibition, % at 4.8 µM; 1.2% of 360,000 active; AID 588335;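 further: 0% = DMSO wells and 100% = wells lacking the enzyme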
# * hit, by the source's call; ? = inconclusive; nt = no result given; + = active, no number. Unless noted, no stated cut-off is given here; in the data, active means inhibition above about 30%; inactive means the rest. Rows were taken by chance (roughly 4.9% active in at least one column).
mol	BoNT F protease	CCHF vOTU inh	Mtb FBA inh	MazEF act	FadD28 binding	UGM FP inh	VHR inh abs	Mtb BioA inh	Rv3671c inh	GDH-TPI inh
Cc1nn2c(-c3ccc(Cl)cc3)ccnc2c1-c1ccccc1	12.3	-10.1	0.1	-4.6	-1.5	nt	28.3	1.1	nt	-14.0
COc1cc(NC(=O)CCl)ccc(=O)c1	-5.9	-9.0	3.0	4.3	-2.0	nt	nt	0.6	nt	42.5*
CN(Cc1cccc(F)c1)C(=O)c1ccccc1Sc1ccccc1C#N	-0.7	11.4	4.6	3.4	-5.9	-0.9	19.2	0.6	8.7	3.9
CCn1c(N2CCN(S(=O)(=O)c3ccc(Cl)cc3)CC2)nc2ccccc21	-28.0	0.5	1.6	3.7	-6.4	0.7	-0.4	nt	6.8	-1.6
CC1(C)CC(=O)C2=C(C1)OC(N)=C(C#N)C2c1ccccc1 (stereo not given)	7.7	-5.3	1.6	12.2	-3.1	-2.2	29.2	-0.5	-3.9	0.6
c1ccc(OCCCn2nnc(-c3ccncc3)n2)cc1	0.5	-10.4	-0.9	-2.8	-2.7	2.0	17.6	nt	-4.3	7.4
O=C(Nc1ccccc1)[C@@H]1CCCN1S(=O)(=O)c1ccc(Cl)cc1	1.6	3.4	-0.6	2.1	-1.7	2.6	nt	3.6	4.7	4.3
Cc1c(C)n2c(SCC(=O)N3CCN(c4ccccc4)CC3)nnc2[nH]c1=O	-4.5	-2.0	-2.4	4.0	-3.4	-1.5	nt	-0.8	0.8	6.3
CC(C)(C)n1cc(C(=O)c2ccc3ccccc3c2O)cn1	-1.7	7.8	0.2	-4.3	-0.8	-0.1	19.9	nt	5.9	5.7
COc1ccc2[nH]c(CN3CCN(C(C)C)C(CCO)C3)c(C)c2c1 (stereo not given)	-5.1	-3.8	0.3	4.1	-2.9	1.4	5.6	-0.1	0.3	9.4
Cc1cc2c3c(c1C)C1(C(=O)N3C(C)(C)CC2C)C(C#N)=C(N)Oc2n[nH]c(C)c21 (stereo not given)	-1.3	-17.1	-1.5	-5.4	-2.5	0.3	-4.7	-0.4	-15.1	4.6
Cn1c(CSc2ncn[nH]2)nc2ccccc21	3.5	6.1	1.6	8.7	-0.6	-0.7	14.7	-0.4	10.7	-0.5
c1csc(-c2ccc(N3CCOCC3)nn2)c1	24.4	1.6	5.0	6.7	0.3	-1.0	23.9	1.8	10.2	8.0
C/C(=N\N1C(=O)c2ccccc2NC1c1ccccc1)c1ccccc1O (stereo not given)	2.9	-14.2	6.2	13.9	-7.0	1.4	18.2	nt	0.9	-6.9
Cc1cccc(N2CCN(C(=O)c3ccc4c(c3)CCN4S(C)(=O)=O)CC2)c1C	4.4	7.0	-4.2	4.2	-2.4	1.0	18.4	nt	8.0	7.0
CCc1cc2c(=O)c(-c3ccon3)c(N)oc2cc1OC	-0.1	-8.9	1.1	0.6	-1.5	1.5	16.1	nt	-3.5	0.0
O=[N+]([O-])c1ccc(NCc2ccc(Cl)cc2)c2ccncc12	-5.7	23.3	4.4	-8.9	-0.4	0.3	6.1	nt	-4.3	7.8
Cc1ccsc1C(=O)N(Cc1nnc(-c2ccccc2Cl)o1)C1CC1	0.9	-0.4	0.1	-5.0	-2.9	-0.3	nt	0.8	6.7	2.1
COc1ccc(N(CC(=O)NCc2ccccc2)S(=O)(=O)c2c(C)noc2C)cc1	-49.6	-7.9	-1.9	0.9	-1.5	-2.1	17.6	nt	-4.7	11.0
Oc1ccccc1C1CC(c2cccs2)=NC(c2cccc(Br)c2)N1 (stereo not given)	-1.2	-6.7	-0.6	0.4	-2.6	-0.6	-6.2	-1.9	-1.2	15.1
Cc1cc(C)c(S(=O)(=O)N2CCCC(C(=O)NCc3cccnc3)C2)c(C)c1 (stereo not given)	-0.2	-5.6	-1.7	6.9	-3.2	0.3	20.2	1.5	-7.1	-1.0
Cc1cc(NC(=O)COC(=O)c2n[nH]c3ccccc23)no1	-7.5	-0.3	8.3	-9.2	0.6	-0.2	30.2	nt	0.8	10.1
Cc1ccnc2nc(C(=O)OCCOc3ccc(Cl)cc3)nn12	6.9	3.9	2.9	-1.3	-4.7	-1.1	7.7	nt	16.3	-0.6
O=c1c(-c2ccc(Cl)cc2)[n+]([O-])c2ccccc2n1OCc1ccccn1	4.7	-0.2	0.2	6.2	-1.8	1.1	34.3	0.7	-2.0	-2.2
Cn1ncc2c(NCc3cccc(C(F)(F)F)c3)c(C(=O)O)cnc21	nt	-6.8	nt	nt	nt	-2.5	9.8	nt	5.0	nt
CC1CCN(Cc2ccc(-c3nnn(CC(=O)NC4CCCCC4)n3)cc2)CC1	0.7	9.1	-1.5	-0.2	-1.1	-2.8	1.2	nt	-1.5	-7.3
Cc1nc(SCC(=O)Nc2c(C)n(C)n(-c3ccccc3)c2=O)[nH]c(=O)c1Cc1ccccc1	11.0	-7.0	7.3	2.8	1.2	2.4	32.0	-0.3	-2.5	-0.8
COc1cnn(-c2ccccc2)c(=O)c1SCc1ccc(Cl)c(Cl)c1	2.7	-3.1	2.4	-1.0	-3.1	0.1	4.6	-1.4	-5.2	18.8
CS(=O)(=O)N(CC(=O)NCc1ccco1)c1ccc(Cl)cc1Cl	0.4	1.0	0.3	-0.3	-1.6	5.4	-0.6	0.3	2.9	8.2
CO/N=C1\CCCc2c(C(=O)NN)sc(SC)c21	-6.9	9.2	1.9	7.8	-1.0	1.5	-7.7	-1.1	-1.1	6.6
CCn1nc(C)c(CCC(=O)O)c1C	-4.5	13.2	0.8	4.4	-0.1	-1.6	-0.4	nt	4.9	0.0
CC(C)(C)c1cc(S(=O)(=O)CCc2ccccn2)cc(C(C)(C)C)c1F	-7.8	21.6	-2.4	-9.3	-1.0	-0.7	20.1	0.5	10.5	4.6
CC(=O)c1ccc(OCc2cc(C(=O)N3CC[C@@H]4CCCC[C@H]4C3)no2)cc1	-6.9	12.7	-1.6	-0.1	-3.1	-0.3	36.6	2.9	-10.4	11.3
CC(C)(C)c1ccc(C(=O)NCc2nnc(SCC(=O)NCc3ccco3)o2)cc1	0.4	14.9	1.9	-1.1	-1.9	0.1	27.9	0.6	6.0	-7.4
Cc1ccccc1OCC(O)Cn1c(N2CCCCC2)nc2c1c(=O)[nH]c(=O)n2C (stereo not given)	-3.4	3.0	-2.0	7.4	-0.1	-0.5	-2.2	0.4	3.8	1.3
Cc1ccc(S(=O)(=O)N2CCCCC2C(=O)O)cc1 (stereo not given)	-4.1	-0.5	-0.6	-8.2	-0.8	1.0	-4.8	nt	-8.9	1.9
COc1ccc(/C=N\Nc2ncc(F)c(N3CCOCC3)n2)cc1OC	4.1	0.0	-1.0	1.5	1.0	-0.9	4.3	nt	7.3	20.9
O=C(Nc1cccc(Oc2ccccc2)c1)c1ccc(-n2cncn2)c2ccoc12	-1.0	0.0	-1.3	nt	-6.0	nt	nt	-1.8	nt	0.0
N#Cc1c(-c2ccc(Cl)cc2)c(C#N)c(=O)n(N)c1N	-6.5	18.4	-3.6	-12.2	-13.2	2.1	-4.6	nt	3.8	32.7*
O=C(COC(=O)Cc1cn2ccsc2n1)NC12CC3CC(CC(C3)C1)C2	-5.4	5.7	5.4	8.3	-2.4	-1.6	11.7	-0.4	-2.1	-3.1
Nc1ccccc1C(=O)N=Nc1[nH]c(N)c2ccccc12	-8.1	8.1	4.0	3.3	-0.9	-0.4	-0.1	nt	-0.6	18.0
C=CCn1cnnc1SCC(=O)N(C)CC1COc2ccccc2O1 (stereo not given)	1.8	7.2	-0.8	12.5	0.0	1.5	nt	-0.8	5.3	0.0
O=C(O)c1c(C(=O)O)c(-c2ccc(Cl)c(Cl)c2)n2c1CSC2	-13.7	-5.7	2.8	-0.7	nt	2.6	-9.5	2.8	-6.6	-1.4
O=C(Nc1ccccc1[N+](=O)[O-])c1cccc(N2C(=O)CCC2=O)c1	-12.0	-4.8	6.3	-9.4	-1.7	0.7	17.5	0.5	8.5	16.5
Fc1ccc(Cc2nnc(-c3cccs3)o2)cc1	2.1	2.1	-0.3	0.9	-0.6	-0.2	9.4	1.4	-4.2	2.0
CC(=O)Nc1cccc(OCc2ccc(S(=O)(=O)Cc3ccccc3)cc2)c1	1.4	13.7	-0.2	4.4	-0.5	4.2	16.8	0.6	-0.3	5.2
O=C(CCC1CCCCC1)NCc1ccncc1	-1.1	8.5	-3.6	-0.5	-0.2	-0.6	-1.5	nt	5.9	-6.8
O=C(NC(=S)Nc1ccc(S(=O)(=O)Nc2nccs2)cc1)c1ccc(Br)o1	-4.3	3.0	4.9	-4.7	0.5	3.4	33.6	nt	-5.7	5.8
COc1ccccc1C(=O)NC(=S)Nc1ccc(Cc2ccncc2)cc1	-5.8	-7.4	1.9	2.6	1.3	1.3	3.0	-2.3	-8.8	17.2
Cc1cc(C)cc(N(C(=O)CNC(=O)c2ccco2)C(C(=O)NC2CCCCC2)c2ccncc2)c1 (stereo not given)	-4.2	8.4	-1.9	1.6	-3.4	-0.1	1.8	0.4	1.4	1.6

# Continuation.
mol	BoNT F protease	CCHF vOTU inh	Mtb FBA inh	MazEF act	FadD28 binding	UGM FP inh	VHR inh abs	Mtb BioA inh	Rv3671c inh	GDH-TPI inh
CN(C)S(=O)(=O)c1ccc(Cl)c(NC(=O)CN2CCNC(=O)C2)c1	-0.4	-7.2	0.4	1.9	0.8	-1.3	12.5	nt	-13.1	-1.9
COC(=O)c1ccc(CSc2nnc(CNC(=O)c3ccc(OC)cc3)o2)o1	0.7	-7.3	1.5	4.0	-0.8	-0.7	29.1	-0.3	0.0	6.2
Clc1ccc(-c2nc3ncccn3c2Cl)cc1	1.6	nt	+	-20.4	-1.9	-0.1	5.5	nt	6.0	13.9
O=C(COC(=O)C1c2ccccc2Oc2ccccc21)Nc1ccc2c(c1)OCO2	-8.2	9.6	1.2	37.0	-1.1	2.0	4.0	2.4	1.7	0.9
O=C1CSC(c2ccncc2)N1Cc1ccc(F)cc1 (stereo not given)	?	2.2	4.2	-2.9	-2.5	-0.4	-0.3	nt	1.0	2.6
CC(=O)Nc1ccc(-c2ccnc3c2CC(C(=O)Nc2ccc(Cl)c(C(F)(F)F)c2)O3)cc1 (stereo not given)	-7.2	10.6	-0.2	nt	-2.5	nt	nt	-0.8	nt	7.1
CCOC(=O)c1c(N)sc(C(=O)Nc2ccccc2)c1C	0.6	3.5	1.5	5.4	0.2	-0.1	15.1	nt	-0.9	12.3
CCCNC(=O)c1nnsc1Sc1ccc(Cl)cc1	-7.5	-4.6	-2.0	1.6	-2.1	0.5	-8.1	0.9	0.2	4.2
CC(=O)c1cccc(NC(=O)CCn2c(=S)oc3ccccc32)c1	10.6	-3.5	2.6	-10.6	-2.2	-3.7	16.5	nt	3.5	2.9
COc1ccc(CC(=O)NC(=S)Nc2ccc(S(N)(=O)=O)cc2)cc1	-7.9	-0.1	2.0	3.0	-4.6	-2.9	1.3	nt	0.7	-3.3
CC1CCC(C(=O)NC(C(=O)N2CCC3(CC2)OCCO3)C(C)C)CC1 (stereo not given)	-0.1	-5.5	-0.4	2.8	-1.7	0.9	-14.5	0.7	-4.3	3.6
CCOc1ccc(C2NC(=O)CCC2[N+](=O)[O-])cc1 (stereo not given)	-5.2	-7.7	-1.4	-0.1	0.2	0.4	15.4	-0.2	8.9	12.9
CCOC(=O)c1sc(=S)n2c1[nH]c(=O)c1ccc(C(=O)OC)cc12	32.8	3.8	-5.2	-10.5	-0.7	0.9	47.7	-1.3	3.1	12.4
CCc1ccc(Nc2n[n+](-c3ccccc3)c(-c3cccc(Cl)c3Cl)s2)cc1	-8.6	14.8	2.3	5.0	-2.3	1.3	nt	0.7	-56.8	-1.4
